Screens as filed in PubChem.
HDAC3 inh: HDAC3 deacetylase inhibitors, primary screen, biochemical, fluorescence, cell-free homogeneous; Histone deacetylase 3 (Homo sapiens), O15379; recombinant HDAC3, fluorogenic peptide/trypsin coupled; inhibition, % at 8.3 µM; 320,000 tested, 0.15% active; AID 2718, 2010; in the data active means inhibition above about 26%, passing the limit was not always enough; inconclusive means no clear call, values can overlap the other calls
Target sequence (O15379 whole entry, looked up): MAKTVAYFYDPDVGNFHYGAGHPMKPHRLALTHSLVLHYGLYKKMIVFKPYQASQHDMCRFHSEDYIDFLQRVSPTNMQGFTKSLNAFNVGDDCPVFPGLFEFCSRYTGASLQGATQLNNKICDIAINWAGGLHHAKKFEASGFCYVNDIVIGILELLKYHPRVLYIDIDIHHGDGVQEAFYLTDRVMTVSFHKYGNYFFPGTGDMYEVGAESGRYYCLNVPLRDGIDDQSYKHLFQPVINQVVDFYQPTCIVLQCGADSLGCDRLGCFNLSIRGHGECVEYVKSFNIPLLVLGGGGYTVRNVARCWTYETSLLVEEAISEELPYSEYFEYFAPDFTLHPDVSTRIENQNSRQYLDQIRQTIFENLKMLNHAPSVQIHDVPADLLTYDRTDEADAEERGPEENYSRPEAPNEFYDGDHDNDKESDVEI
GSK3 alpha inh: blockers of GSK3A enzyme activity – biochemical, luminescence, cell-free homogeneous, HTS, primary screen. GSK-3 alpha kinase, ADP-Glo luminescence, 60 min. AID 2650, 2010. Glycogen synthase kinase-3 alpha (Homo sapiens), P49840. 320,000 tested, 0.1% active. inhibition, % at 10 µM;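 in the data active means inhibition above about 50%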;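 further: GST-tagged GSK-3 alpha with peptide substrate and 25 µM ATP; 0% = DMSO neutral wells and 100% = GW8510 positive control wells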
HSP90 refold inh: HSP90 inhibitors, primary screen, cell lysate, luminescence; Heat shock protein HSP 90 (rabbit reticulocyte lysate; luciferase refolding); Rabbit reticulocyte lysate, luciferase refolding luminescence, 3 h; inhibition, % at 5.6 µM; 290,000 tested, 0.91% active;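 active means inhibition above the screen-wide mean plus 3 SD, computed separately per campaign, cut at about 16% in these data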;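 further: 0% = DMSO wells and 100% = 60 µM geldanamycin wells; inhibitors lower the luminescence because luciferase stays unfolded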
AI-2 QS modul: Vibrio harveyi AI-2 quorum sensing modulators, primary screen, JMH597 strain, luminescence/OD600 ratio | Vibrio harveyi JMH597 AI-2 luminescence/OD600 ratio, 9 h; stronger effect = lower value; strain lacks LuxN and CqsS sensors; 0 = neutral-control median | activity change, % at 7.5 µM | 300,000 tested, 0.4% active | AID 2094, 2009; in the data active means activity change below about -75%, passing the limit was not always enough; inconclusive means no clear call, values can overlap the other calls;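 further: luminescence divided by OD600 gain over 9 h not by final OD600 alone; inactives centre near 13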
HSF1 inh: HSF1 inhibitors in luciferase reporter cells, primary screen, cell-based, NIH3T3, luminescence | NIH3T3-HGL HSE-luciferase, MG132-induced, luminescence 8 h; stronger effect = lower value | activity change, negative = inhibition, % at 7.5 µM (by protocol) | 300,000 tested, 0.77% active;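 active means more than half of replicate wells show activity change below -50%, luminescence cut by over half; inconclusive means some wells, but at most half, below -50%; inactive means no replicate well below -50%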;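 further: luciferase reports HSF-1 transcriptional activity via heat shock element; 0% = median of DMSO wells and -100% = zero luminescence signal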
Platelet DG rel: inhibitors of platelet dense granule secretion, primary screen, cell-based, MLPCN, human platelets; human platelet-rich plasma, SFLLRN dense granule ATP release, luminescence; inhibition, %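 (compounds screened at 7.5 µM in platelet-rich plasma)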; 300,000 tested, 0.22% active; AID 1663, 2009;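 active means mean replicate score, as percent of positive control, at or above 50; inconclusive means mean below 50 but at least one replicate at or above 50; inactive means mean and every replicate below 50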
GSK3beta inhib: human GSK3beta kinase inhibitors, primary screen, biochemical, cell-free homogeneous, HTS; Glycogen synthase kinase-3 beta (Homo sapiens), P49841; GST-GSK3beta kinase, ADP-Glo luminescence, 60 min; stronger effect = lower value; activity score (negative = inhibition), % at 10 µM; 300,000 tested, 0.038% active; AID 2097, 2009;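 active means more than half of replicate wells score below -50%, meaning over 50% inhibition versus plate controls; inconclusive means some replicates but at most half score below -50%; inactive means no replicate scores below -50%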;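 further: 0% = median DMSO wells and -100% = median GW8510 positive control wells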
Target sequence (P49841 whole entry, looked up): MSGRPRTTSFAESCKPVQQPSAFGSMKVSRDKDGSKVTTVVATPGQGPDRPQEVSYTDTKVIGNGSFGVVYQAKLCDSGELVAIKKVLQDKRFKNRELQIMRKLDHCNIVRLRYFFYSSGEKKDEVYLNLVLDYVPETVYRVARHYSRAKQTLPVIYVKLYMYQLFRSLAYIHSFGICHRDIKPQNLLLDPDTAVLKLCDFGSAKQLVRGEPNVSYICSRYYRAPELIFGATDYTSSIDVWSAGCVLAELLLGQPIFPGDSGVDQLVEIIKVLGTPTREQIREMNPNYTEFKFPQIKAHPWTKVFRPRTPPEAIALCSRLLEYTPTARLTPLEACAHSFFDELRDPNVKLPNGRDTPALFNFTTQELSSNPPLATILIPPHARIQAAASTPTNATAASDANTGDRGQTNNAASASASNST
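test system = GST-tagged human GSK3beta kinase, cell-free | reagent = 25 µM ATP with peptide substrate | dosing = one dose of 10 µM per compound | schedule = 60 min reaction, RT | detection = luminescent ADP-Glo measurement of ADP formed | control set = DMSO neutral wells and GW8510 at 20 µM as positive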
PolyA inhibitor: polyadenylation inhibitors in yeast reporter cells, primary screen, luminescence, S. cerevisiae; calls only at 12 µM; 300,000 tested, 0.02% active; S. cerevisiae SKY197-pL101 polyadenylation reporter, beta-gal luminescence; efflux-impaired pdr1/pdr3 knockout yeast; score 100 = 6 SD above DMSO; AID 1875, 2009;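 active means lowest replicate activity score at least 50, where 100 means six control SD above control mean; inconclusive means lowest score under 50 but half or more replicates reach 50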;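 further: yeast exposed to compound for 9 h at 30 °C; higher score means more reporter readthrough which indicates perturbed polyadenylation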
DYRK1A inh: rat Dyrk1A kinase inhibitors, primary screen, biochemical, single point, plate reader. Dual specificity tyrosine-phosphorylation-regulated kinase 1A (Rattus norvegicus), Q63470. 310,000 tested, 0.43% active. ADP-Glo luminescence, NFATc1 peptide. inhibition, % at 12.5 µM. AID 504441, 2011; in the data active means inhibition above about 50%;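 further: plate controls were vehicle with enzyme for no effect and no enzyme for full effect; many of its hits are not listed in these tables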
HSF-1 act: HSF-1 activators, primary screen, NIH3T3-HGL cells, MG132 stress, luminescence, single point | NIH3T3-HGL HSF-1 luciferase reporter, 8 h; 100% = twice DMSO control signal | activation, % at 9 µM | 300,000 tested, 1.7% active;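 active means mean replicate activation of at least 50% with a set share of replicates each reaching 50%; inconclusive means only one of those two conditions met; inactive means mean below 50% and too few replicates reaching it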;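 further: 0% = median of the neutral control wells and 100% = twice that signal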
* marks the source's active call; other numbers are inactive results; i = inactive; ? = inconclusive; · = no result given. A portion of the library, so the mix of outcomes need not match the whole.

SMILES	HDAC3 inh	GSK3 alpha inh	HSP90 refold inh	AI-2 QS modul	HSF1 inh	Platelet DG rel	GSK3beta inhib	PolyA inhibitor	DYRK1A inh	HSF-1 act
Cc1ccsc1C(=O)N1CCCC(CO)(Cc2ccccc2F)C1 (centres undefined)	5.6	1.4	-3.5	41.0	3.0	5.8	5.6	i	0.2	18.0
O=C(O)c1cc2c(N3CCC(Cc4ccccc4)CC3)ncnc2s1	-0.3	2.3	3.0	14.2	3.1	1.8	0.2	i	2.1	7.3
C#CCOC(=O)/C(=C/c1ccc(F)cc1)NC(C)=O	·	·	-0.7	32.2	1.6	-10.6	0.3	i	0.3	-3.6
COc1ccccc1-c1nc2ccc(Cl)cc2c(=O)n1O	-0.2	4.9	0.5	-17.2	-7.2	·	3.5	i	-3.2	10.6
CCOc1ccccc1-c1nc(-c2ccc(NC(=O)Cc3ccccc3OC)cc2)no1	-1.9	-4.3	0.0	5.3	-0.4	-0.3	1.7	i	-6.0	7.5
CN=C1SC(C(=O)O)CC(=O)N1C (centres undefined)	-5.3	·	1.6	5.9	-3.7	-4.1	-1.1	i	-3.7	-2.2
CC(/C=C1\SC(=S)N(CC(=O)N2CCN(c3ccccc3)CC2)C1=O)=C\c1ccccc1	0.1	2.1	-3.1	22.3	-1.6	-10.6	4.3	i	-2.7	2.5
COC(=O)c1ccc(C)c(NC(=O)CCSc2ccccc2)c1	-1.7	-0.8	-2.4	4.7	-3.1	1.5	-2.2	i	-2.9	-27.1
Cc1cc(N2CCC(C)CC2)n2nc(C)c(-c3ccccc3)c2n1	-2.5	-0.6	0.5	23.8	4.4	-1.3	-3.1	i	2.6	33.8
NNC(=O)c1nc[nH]c1C(=O)Nc1ccccn1	0.1	0.7	-0.4	13.1	3.6	8.7	-0.9	i	5.3	-4.6
Cc1ccc2nc(SCn3nnc4ccccc4c3=O)[nH]c2c1	2.4	-0.2	-3.5	-0.4	29.5	5.2	-0.7	i	-4.7	?
CSc1nc(-c2ccccc2)c(C#N)c(=O)[nH]1	2.1	0.7	-1.5	25.0	-2.8	2.6	4.5	i	4.6	-15.4
Cc1cc(=O)oc2cc(OCC(=O)NC3CC(C)(C)NC(C)(C)C3)c(Cl)cc12	-8.8	2.5	-2.1	14.3	9.0	-2.9	-1.7	i	1.8	0.0
CC(NC(=O)CCC(=O)NC(C)c1ccccc1)c1ccccc1 (centres undefined)	-2.0	1.7	-5.1	12.0	-4.2	-1.7	-0.3	i	-6.7	-5.2
CC(C)c1ccc(C(=O)OCC(=O)NC2CCCC2)cc1	8.3	-1.5	-7.0	17.5	-1.2	-0.1	0.8	i	-4.7	0.2
CC(=O)c1nnn(-c2c(F)cccc2F)c1C	-8.3	-1.1	3.8	27.6	-4.7	-1.8	1.1	i	·	-28.8
COc1ccc(C(C(=O)NCc2ccccc2)N(Cc2ccco2)C(=O)c2snc(C(N)=O)c2N)cc1 (centres undefined)	-3.6	-2.7	2.2	24.9	-10.0	-13.4	-1.5	i	0.1	-12.8
CCc1ccc(NC(=O)CSc2nnc(-c3cnccn3)n2Cc2ccco2)cc1	11.8	-1.8	-3.4	5.1	2.9	3.4	-0.2	i	0.4	10.0
CCOC(=O)CC(=O)Nc1c(C)cc(C)cc1C	-9.9	-1.2	-1.1	44.1	0.4	-2.5	0.6	i	5.4	-10.6
Cc1nnc(-c2cccc(Br)c2)c2cn(-c3cccc(Br)c3)nc12	-4.0	1.0	-3.0	2.8	8.3	-3.3	-0.6	i	1.7	6.3
Brc1ccc(/C=N/Nc2ccc3ccccc3n2)cc1	2.0	2.3	5.0	25.9	12.7	-1.0	3.2	i	·	-8.0
CCN(CC)CCOC(=O)c1ccc(Cl)cc1Cl	-0.3	0.1	-0.6	-4.4	0.2	1.8	-3.6	·	-3.5	6.5
O=C(CCc1nnc(C2CCCCC2)o1)NCCCOc1cccnc1	-2.8	-3.3	2.6	26.8	-1.8	2.7	-2.4	i	-0.4	-11.3
O=C1C(=O)c2ccccc2C([O-])=C1[n+]1ccccc1	-3.9	-3.0	9.6	8.3	2.7	10.1	0.3	i	0.9	5.5
S=C(Nc1ccccc1)Nc1ccc(OCc2ccccc2)cc1	-0.1	3.7	-0.9	40.4	7.9	0.2	-1.2	i	-4.6	0.4

Continuation:
SMILES	HDAC3 inh	GSK3 alpha inh	HSP90 refold inh	AI-2 QS modul	HSF1 inh	Platelet DG rel	GSK3beta inhib	PolyA inhibitor	DYRK1A inh	HSF-1 act
CCOc1ccccc1N(C)C(=O)C1CCN(S(=O)(=O)c2cccc3nonc23)CC1	6.2	-2.1	-1.5	17.6	4.4	3.8	2.3	i	-3.1	32.6
O=C(c1cnn(C(=O)c2cccc(S(=O)(=O)N3CCOCC3)c2)c1)c1ccccc1O	-0.6	2.8	5.2	60.1	3.3	-6.2	1.9	i	·	-1.9
O=C(c1cccnc1)N1CCCC(Nc2ccc(F)cc2)C1 (centres undefined)	·	-3.9	4.2	6.6	-5.0	-1.9	3.3	i	-7.6	-13.1
O=C(NCC1CCCO1)c1cn(-c2ccccc2)nc1-c1ccc(F)cc1 (centres undefined)	0.9	-1.7	-2.3	26.9	-0.2	-10.0	-0.7	i	4.4	4.4
O=C1N(CN2CCN(Cc3ccccc3)CC2)c2ccccc2C12OCCCO2	-2.0	-1.3	1.4	·	-3.7	10.4	·	i	·	-6.4
CS(=O)(=O)N(CC(=O)O)Cc1cccc(CN(CC(=O)O)S(C)(=O)=O)c1	2.9	-2.9	0.4	19.2	-0.3	-9.7	-0.8	i	-9.8	-2.1
COc1cccc(NC(=O)c2ccccc2-c2ccccc2C(=O)O)c1	-4.0	-4.4	0.0	12.2	-3.1	2.0	2.9	i	·	5.3
COc1ccccc1N(CC(=O)NCCSc1ccccn1)S(=O)(=O)c1ccccc1	0.3	-1.1	2.6	13.2	4.4	-1.6	-1.9	i	0.6	7.1
CC(=O)N(c1ccc2oc(=O)sc2c1)S(=O)(=O)c1ccc(C)cc1	-1.3	-1.1	0.9	3.1	-4.8	-14.1	-6.0	i	3.8	-6.9
CNc1ccc(/C=C/C(=O)c2ccc3c(c2)OCCO3)cc1[N+](=O)[O-]	6.2	-0.5	-4.2	14.6	-3.2	-14.6	-27.4	i	-11.5	1.2
CS(=O)(=O)NCCCc1ccccc1	-0.2	0.3	-2.5	4.5	-4.8	-6.3	-1.6	i	-1.4	-3.2
O=C(CCN1CCN(CC(=O)Nc2ccccc2Cl)CC1)Nc1ccccc1F	3.3	-0.5	1.1	20.3	-0.1	5.2	2.2	i	4.6	4.2
O=C(N/N=C/c1ccncc1)c1ccc(COc2cccc3cccnc23)cc1	1.7	-3.8	1.4	-41.7	-9.8	1.2	0.8	i	3.2	-12.3
CCc1c(C(=O)NC(C)C2CCCO2)csc1C (centres undefined)	2.6	-0.3	4.2	-12.4	-1.6	-3.4	2.3	i	-7.9	-1.2
O=c1c2ccccc2ncn1-c1ccc([N+](=O)[O-])cc1[N+](=O)[O-]	·	-5.2	5.1	18.1	2.8	1.9	1.0	i	6.1	5.2
CC1CCN(C(=O)c2ccc(CNc3c(N4CCCC4)c(=O)c3=O)cc2)CC1	0.4	-2.2	0.6	-0.2	-2.4	-1.2	3.5	i	-5.1	14.2
Cc1nnc(N2CCOCC2)c2ccccc12	2.3	-0.7	2.5	27.5	-2.8	2.0	-0.8	i	1.3	-8.9
NNC(=O)COc1ccc2oc3c(c2c1)CCCC3	-3.8	-0.1	-3.8	12.5	0.8	25.4	1.2	i	-5.9	-3.2
O=C(NC(=S)Nc1ccccc1C(F)(F)F)c1ccccc1F	-0.5	0.3	-5.7	27.8	30.7	-5.2	2.2	i	4.9	76.1*
CCCCCC1CCC(c2ccc(/C(N)=N/O)cc2)CC1 (centres undefined)	-3.5	-1.9	3.8	16.2	-5.4	-7.1	-1.8	i	10.9	-2.3
O=C1C(=O)N(CC(=O)N2CCCC2)c2ccccc21	-0.1	1.3	-0.1	70.6	-13.7	-1.1	1.1	i	2.6	-9.8
COCCN1C(=O)c2ccccc2C(C(=O)N2CCN(c3ccccc3)CC2)C1c1ccc(F)cc1 (centres undefined)	-0.8	0.3	-1.3	22.8	6.5	-0.3	-0.7	i	0.8	22.8
CN(C)CCNC(=O)/C(=C/c1ccc(-c2ccc(Cl)cc2)o1)NC(=O)c1ccccc1	8.3	7.2	1.6	0.2	2.9	-3.9	-1.7	i	4.9	-16.4
COc1cccc(/C(C)=N/NC(=O)c2ccc(N(C)C)cc2)c1	3.0	4.4	4.1	13.8	-2.6	19.1	-2.1	i	7.1	0.0
O=C(CSc1nc2cc(Cl)ccc2s1)NC1CCCc2ccccc21 (centres undefined)	-7.0	0.2	2.3	17.8	5.3	-6.7	-2.0	i	0.3	13.6
O=C(COC(=O)c1ccc(Cl)nc1)Nc1c(Cl)cccc1C(F)(F)F	-5.8	-0.6	·	40.7	4.8	-5.7	-0.2	i	5.7	-4.8
Cc1cccc(-n2c(-c3ccoc3C)n[nH]c2=S)c1	5.3	1.8	-4.6	-2.4	0.5	7.8	1.4	i	-1.0	21.7
Cc1ccc(C)c(-n2nnnc2SCC(=O)NCCC2=CCCCC2)c1	3.3	·	-0.2	13.9	2.0	-6.4	4.0	i	-1.1	16.0
CCn1cc(C(=O)O)c(=O)c2cnc(N3CCN(C(=S)NC(=O)c4ccc(Cl)cc4)CC3)nc21	7.1	-3.6	0.3	13.8	-5.5	-3.2	0.2	·	·	-8.8

Whole records as entered above. Screens in order: HDAC3 inh | GSK3 alpha inh | HSP90 refold inh | AI-2 QS modul | HSF1 inh | Platelet DG rel | GSK3beta inhib | PolyA inhibitor | DYRK1A inh | HSF-1 act
CNc1ccc(/C=C/C(=O)c2ccc3c(c2)OCCO3)cc1[N+](=O)[O-] is listed with 6.2 | -0.5 | -4.2 | 14.6 | -3.2 | -14.6 | -27.4 | i | -11.5 | 1.2
O=C(N/N=C/c1ccncc1)c1ccc(COc2cccc3cccnc23)cc1 is listed with 1.7 | -3.8 | 1.4 | -41.7 | -9.8 | 1.2 | 0.8 | i | 3.2 | -12.3
